# OX1R antag-1: blocks the human orexin 1 receptor; OX1R-expressing cells, FRET antagonist read-out; inhibition, % at 6.6 µM; actives 1.8% (n = 330,000); AID 485270; in the data active = inhibition mostly above about 38%, no sharp cut-off; inactive = mostly below about 40%;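 also: 0% = agonist challenge alone and 100% = reference antagonist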
# Target sequence (O43613 whole entry, looked up): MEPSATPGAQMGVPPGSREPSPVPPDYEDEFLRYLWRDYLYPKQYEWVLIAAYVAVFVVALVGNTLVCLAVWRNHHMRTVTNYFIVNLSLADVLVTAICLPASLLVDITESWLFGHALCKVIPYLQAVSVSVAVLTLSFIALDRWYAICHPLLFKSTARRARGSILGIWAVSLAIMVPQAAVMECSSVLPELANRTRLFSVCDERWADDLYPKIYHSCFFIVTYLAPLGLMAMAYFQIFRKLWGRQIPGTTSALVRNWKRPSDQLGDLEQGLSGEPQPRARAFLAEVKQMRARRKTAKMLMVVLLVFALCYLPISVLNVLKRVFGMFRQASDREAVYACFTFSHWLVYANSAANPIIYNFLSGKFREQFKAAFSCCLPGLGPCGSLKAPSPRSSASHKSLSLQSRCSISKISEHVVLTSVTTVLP
# OX1R antag-2: blocks the human orexin 1 receptor; AID 434989; CHO/OX1R cells, Fluo-8 calcium fluorescence, orexin A; actives 0.43% (n = 330,000); inhibition, % at 5 µM; O43613;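 active = inhibition above its plate's threshold, mean inhibition of all tested compounds on the plate plus 3 SD, cut at about 37% in these data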;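 also: 0% = orexin A challenge wells and 100% = SB-334867-A antagonist wells; not every result past the cut was called active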
# Active calls of the source: *.
# The opening 17 records, to show the layout:
SMILES,OX1R antag-1,OX1R antag-2
CN(Cc1ccccc1)C(=O)CC(=O)N(C)Cc1ccccc1,13,-20
c1ccc(CCCCN2C(Nc3ccccc3)=NC[C@@H]2Cc2ccccc2)cc1,35,-8
O=C(Cn1c(=O)sc2ccccc21)Nc1ccc2c(c1)OCCO2,7,-10
N#Cc1ccc(NC(=O)Cn2cnc(S(=O)(=O)N3CCCC3)c2)cc1,14,-9
CC1CCN(S(=O)(=O)c2ccc(NC(=O)CCN3C(=O)c4ccccc4C3=O)cc2)CC1,10,-16
N#CC1=C(N)Oc2cc(O)ccc2C1c1cccs1 (configuration not stated),28,-4
Cc1c(Cl)ccc2sc(N3CCN(C(=O)C4=COCCO4)CC3)nc12,36,4
COc1ccc(C(=O)NCCn2nc(C)cc2C)cc1OC1CCN(C(C)=O)CC1,37,-7
Nc1nc2n(c1C(=O)c1ccccc1)CCC2,6,-4
Cc1ccc(C2Nc3ccc4ccccc4c3C3=C2C(=O)CC(C)(C)C3)o1 (configuration not stated),21,-23
COc1ccccc1NC(=S)NC(=O)c1c(-c2ccccc2Cl)noc1C,23,9
Cc1csc(=Nc2cccnc2)n1CC1CCCCC1,61,-3
Cc1ccc(C(=O)COc2cc(O)c3c(=O)cc(-c4ccccc4)oc3c2)cc1,3,-12
CCn1cc(C(=O)NCCOC)c(=O)c2ccc(C)nc21,18,-7
CCOC(=O)/C(C#N)=C1/C=Cc2ccccc2N1CC,46,-31
Cc1csc2nc(O)c(C(=O)NC3CCCCC3C)c(=O)n12 (configuration not stated),15,-46
CCOc1cc(/C=N/NC(=O)c2ccccc2OCc2ccc(F)cc2)ccc1O,7,-34

# The whole of this part, from the start:
SMILES,OX1R antag-1,OX1R antag-2
CN(Cc1ccccc1)C(=O)CC(=O)N(C)Cc1ccccc1,13,-20
c1ccc(CCCCN2C(Nc3ccccc3)=NC[C@@H]2Cc2ccccc2)cc1,35,-8
O=C(Cn1c(=O)sc2ccccc21)Nc1ccc2c(c1)OCCO2,7,-10
N#Cc1ccc(NC(=O)Cn2cnc(S(=O)(=O)N3CCCC3)c2)cc1,14,-9
CC1CCN(S(=O)(=O)c2ccc(NC(=O)CCN3C(=O)c4ccccc4C3=O)cc2)CC1,10,-16
N#CC1=C(N)Oc2cc(O)ccc2C1c1cccs1 (configuration not stated),28,-4
Cc1c(Cl)ccc2sc(N3CCN(C(=O)C4=COCCO4)CC3)nc12,36,4
COc1ccc(C(=O)NCCn2nc(C)cc2C)cc1OC1CCN(C(C)=O)CC1,37,-7
Nc1nc2n(c1C(=O)c1ccccc1)CCC2,6,-4
Cc1ccc(C2Nc3ccc4ccccc4c3C3=C2C(=O)CC(C)(C)C3)o1 (configuration not stated),21,-23
COc1ccccc1NC(=S)NC(=O)c1c(-c2ccccc2Cl)noc1C,23,9
Cc1csc(=Nc2cccnc2)n1CC1CCCCC1,61,-3
Cc1ccc(C(=O)COc2cc(O)c3c(=O)cc(-c4ccccc4)oc3c2)cc1,3,-12
CCn1cc(C(=O)NCCOC)c(=O)c2ccc(C)nc21,18,-7
CCOC(=O)/C(C#N)=C1/C=Cc2ccccc2N1CC,46,-31
Cc1csc2nc(O)c(C(=O)NC3CCCCC3C)c(=O)n12 (configuration not stated),15,-46
CCOc1cc(/C=N/NC(=O)c2ccccc2OCc2ccc(F)cc2)ccc1O,7,-34
Cc1ccc(NS(=O)(=O)c2ccc3c(c2)NC(=O)CO3)cc1C,12,-6
O=C(NCc1ccccn1)c1cc(S(=O)(=O)N2CCCCC2)ccc1Cl,9,-20
Cc1ccc(NC(=O)COC(=O)C2CC3C=CC2C3)cc1S(=O)(=O)N1CCCCC1 (configuration not stated),6,-27

# A second format for two compounds above.
smiles | OX1R antag-1 | OX1R antag-2
Cc1csc(=Nc2cccnc2)n1CC1CCCCC1 | 61 | -3
Cc1ccc(C(=O)COc2cc(O)c3c(=O)cc(-c4ccccc4)oc3c2)cc1 | 3 | -12

# The results go on.
SMILES,OX1R antag-1,OX1R antag-2
COc1cc(C(=O)OCCNC(=O)c2cccnc2)cc(OC)c1OC,5,-13
Cc1nc(CNS(=O)(=O)c2ccc3c(c2)CCCC3)cs1,10,-11
CCCCC(=O)NC(NC(=O)CCCC)c1ccc(OCC(C)C)c(OC)c1,2,-16
C=CCn1c(SCC(=O)Nc2ccc(C)cc2C)nnc1-c1cccnc1,17,-11
O=C1C2CCCCN2C(=O)N1CCCCN1CCN(c2cccc(Br)c2)CC1 (configuration not stated),13,-18
CCCCN1C(=O)C(=Nc2cccc3cnccc23)c2ccccc21,17,-1
N=c1oc2ccc([N+](=O)[O-])cc2cc1C(=O)NCc1ccccc1,17,3
NC(=O)N/N=C/c1cccc(OCc2ccc(F)cc2)c1,15,-2
Cc1ccc(-c2nnc(SCC(=O)Nc3sc(C)c(C)c3C#N)n2C)cc1,15,-20
COc1ccc(CN2CC(C(=O)NCc3cccc(OC)c3)CC2=O)cc1 (configuration not stated),-5,-16
COc1cccc(C2C3=C(N=c4s/c(=C\c5ccc(OCC(=O)O)cc5)c(=O)n42)c2ccccc2CC3)c1 (configuration not stated),21,-13
CCOC(=O)CC(=O)CSc1nccc(-c2cccnc2)n1,16,-29
Cc1cc(C)n2nc(C(=O)N3CCCC(Nc4ccc(F)c(F)c4)C3)cc2n1 (configuration not stated),32,-22
Cc1ccc(NC(=O)C(=S)NCc2ccco2)cc1,6,-19
O=C(NNc1nc2c(F)cc(F)cc2s1)c1ccccc1,3,-15
O=C(Nc1nc2ccccc2c(=O)s1)c1ccc(F)cc1Cl,2,-46
Cc1cc2cc(CNC(=O)NC3CCCCC3)ccc2[nH]1,1,-22
Cc1cccc(NC(=S)N=Nc2c(O)n(CN3CCOCC3)c3ccccc23)c1C,37,-29
CCOc1ncccc1C(=O)NNC(=O)c1csc(N2CCOCC2)n1,4,-13
CN(CCNS(=O)(=O)c1ccc2c(c1)oc(=O)n2C)Cc1ccccc1,3,-12
CN(C(=O)COC(=O)c1ccc(F)c(S(=O)(=O)N2CCOCC2)c1)C1CCS(=O)(=O)C1 (configuration not stated),5,-7
Cc1cc2nc3c(=O)n(CCc4ccccc4)c(=O)[nH]c3nc2cc1N,16,18
Cc1ccc(NC(=O)CN2C(=O)C(=O)N(C3CCCC3)C2=O)cc1Cl,21,-15
CCn1c(C(C)NC(=O)c2ccc(C)cc2)n[nH]c1=S (configuration not stated),17,-16
CC(=O)c1cccc(NC(=O)C2=CN3CCS(=O)(=O)N=C3C=C2)c1,-1,0
O=C(NCc1ccccc1)c1ccc2ccccc2n1,24,-24
C/C=C(\C)C(=O)NCCN1C2=NC[C@H](C)N2C[C@@H]1Cc1ccc(OC)cc1,17,-5
Cc1ccc(C(=O)NCCCN2CCN(CCCNC(=O)c3ccc(C)cc3)CC2)cc1,5,-32
O=C(NCc1ccccc1)C(c1ccco1)N(C(=O)c1ccccn1)c1ccccc1 (configuration not stated),19,-6
Cc1c(C(=O)OC2CCCC2C)[nH]c2c1C(=O)CCC2 (configuration not stated),11,-32
Cc1cccc(C(=O)N2CCC(=O)N(C(COCc3ccc(Cl)cc3)Cc3ccccc3)CC2)c1 (configuration not stated),5,-22
C=CCOc1c(Br)cc(/C=N/NC(=O)Cc2ccc(C(F)(F)F)cc2[N+](=O)[O-])cc1OC,0,-3
O=C(Nc1ncc(Cc2ccccc2)s1)C1CCCO1 (configuration not stated),15,-31
Fc1ccccc1CNc1cc(Cl)cc(Cl)c1,8,-7
Cc1ccc(CCNC(=O)C2CCC(=O)N2Cc2ccc(F)cc2)cc1 (configuration not stated),0,-19
O=C1CN(C(=O)COC(=O)CCC(=O)c2ccc3c(c2)OCCO3)c2ccccc2N1,12,-30
COc1ccc(-c2cn(CCN)c(-c3ccncc3)n2)cc1,30,-2
CCn1c(=O)cc(OCC(=O)NCCc2ccc(OC)c(OC)c2)c2ccccc21,11,-13
C/C(CC(=O)NC(C)(C)C)=N\NC(=O)COc1ccc(C)cc1Br,15,-26
O=C(Oc1ccccc1C(=O)N1CCOCC1)c1ccc(F)cc1,4,-6
COc1ccc(C(=O)NNC(=O)c2cc3ccccc3cc2O)cc1,33,-8
O=c1c2c3c(sc2nc2n1CCCCC2)CCCCC3,17,-14
CCOC(=O)c1[nH]c(C)c(/C(O)=C2\C(=O)C(=O)N(CCN(C)C)C2c2ccncc2)c1C (configuration not stated),16,1
CC/C(=N\NC(=O)c1ccc(Br)cc1)c1ccccc1,20,0
COc1ccccc1CCNC(=O)CN1C(=O)NC2(CCCC2)C1=O,19,-12
CNC(=O)/C(=C\c1ccco1)NC(=O)c1ccco1,9,-7
Cn1cc(-c2nnnn2-c2ccccc2)c(=O)c2ccccc21,0,-7
CC(C)=CCN1CCN(Cc2cc(F)ccc2-n2nc(C)cc2C)CC1CCO (configuration not stated),2,-19
COc1ccc(NC(=O)COC(=O)CC2CC3CCC2C3)c([N+](=O)[O-])c1 (configuration not stated),28,-30
O=C(CSc1nc2ncc(Br)cc2[nH]1)c1ccc([N+](=O)[O-])cc1,10,4
COc1ccc(-c2nnnn2C)cc1S(=O)(=O)Nc1ccc(C)cc1C,-8,-20
CC(C)(C)NC(=O)NC(=O)COC(=O)C1(C)CC1(Cl)Cl (configuration not stated),10,-13
NS(=O)(=O)c1ccc(CCNC(=O)COC(=O)C2CCCN2C(=O)c2cccs2)cc1 (configuration not stated),4,-8
COCCNC(=O)C1CC(c2cccc(F)c2)=NO1 (configuration not stated),17,5
COc1ccc(C2CC(c3ccccc3)=NN2C(=O)c2ccc(Cl)c([N+](=O)[O-])c2)cc1 (configuration not stated),8,-27
CCC(=O)Nc1ccc(C(=O)n2ccc(C)n2)cc1,-7,-7
CCOc1ccc(-c2nc[nH]c2[N+](=O)[O-])cc1,32,1
Cc1oc(-c2ccccc2Cl)nc1CS(=O)(=O)CC(=O)NCCN1CCOCC1,10,-24
C/C(=N/NC(=O)CNC(=O)COc1cccc(C)c1)c1ccco1,0,1
O=C(Nc1oc2ccccc2c(=O)c1-c1ccc(Cl)cc1)c1ccco1,13,-20
# (listing goes on)
SMILES,OX1R antag-1,OX1R antag-2
O=C1c2cccc(OCC(=O)N3CCCc4ccccc43)c2CCN1Cc1ccccc1,8,-21
Cc1ccc(C(=O)OCC(=O)N(C)C2CCS(=O)(=O)C2)cc1S(=O)(=O)N1CCOCC1 (configuration not stated),20,-20
Cn1c(=O)c2c(ncn2CC(=O)OCC(=O)c2ccc(F)c(F)c2)n(C)c1=O,18,-9
O=C(NCc1cc(C(F)(F)F)ccc1Cl)c1cccc2c1C(=O)c1ccc(N3CCOCC3)cc1S2(=O)=O,-2,2
CC(=O)c1ccc(OC(=O)COc2ccccc2Cl)cc1,10,-13
CCOc1ccc(NC(=O)C2CCCN2S(=O)(=O)c2ccc(OCC)cc2)cc1 (configuration not stated),29,-19
COc1ccc(C(=O)NC(=S)Nc2ccc(CN3CCCCC3)cc2)cc1Cl,-8,-16
COc1ccc(C(=O)C2CCCN(C(=O)c3ccc(F)cc3)C2)cc1OC (configuration not stated),14,-28
Cc1cc(C)c(C(=O)N2CCCC(Nc3ccc(C)c(C)c3)C2)o1 (configuration not stated),14,-29
Cc1cc(C)c(NC(=O)CN2CCC(NC(=O)NC3CCCCC3)CC2)c(C)c1,10,-7
Cc1cc(C)n(-c2ccc(C(=O)Nc3nnc(C)s3)cc2)n1,5,-9
CCCOc1ccc(-c2cc(C(=O)NCC3CCCO3)c3ccccc3n2)cc1 (configuration not stated),16,-34
CN(c1ccc(F)cc1)S(=O)(=O)c1ccc(Cl)c(C(=O)Nc2ccncc2)c1,49,1
CN(Cc1nc2ccccc2n1C)S(=O)(=O)c1ccc(F)cc1,29,-98
COc1cccc(/C=N\NC(=O)c2ccc(Cn3cc(Br)c([N+](=O)[O-])n3)o2)c1O,28,-6
N#CCCN1CCN(C(=S)c2ccc(-c3cc(Cl)ccc3Cl)o2)CC1,19,1
CSc1nnc(-c2cccs2)n1-c1ccccc1,3,-13
CCCn1nc(NS(=O)(=O)c2ccccc2[N+](=O)[O-])c2cc3ccccc3nc21,19,-24
O=C1NC(Cc2ccccc2)c2nc3cc(Cl)ccc3c(=O)n2-c2ccccc21 (configuration not stated),8,-13
C[C@H](NC(=O)c1ccco1)C(=O)N1CCCC1,10,-10
COc1ccc(C(=O)N/N=C(/C)c2cccc(NC(=O)c3ccccc3F)c2)cc1,6,-17
CCOc1ccc(NC(=O)CC2C(=O)N(c3ccccc3)C(=O)N2Cc2ccco2)cc1 (configuration not stated),17,-21
Cc1ccc(C)c(C(=O)NC(C)CCc2ccccc2)c1 (configuration not stated),8,-19
N=C1C(c2ccccc2)=C(O)CN1CCO,7,-6
O=S1CC/C(=N\O)c2ccccc21 (configuration not stated),14,5
CC(C)CNC(=O)/C=C/C=C/c1ccc2c(c1)OCO2,8,-3
Cc1ccccc1-c1noc(CCC(=O)NCc2ccco2)n1,5,-21
CC(OC(=O)CNS(=O)(=O)/C=C/c1ccccc1)C(=O)Nc1ccc(S(=O)(=O)N2CCCC2)cc1 (configuration not stated),10,-16
NNC(=O)CSc1cccc2cccnc12,20,-11
O=C(CCCc1ccccc1)NCCc1ccccc1,8,-16
C[C@@H]1CC=C[C@H]2[C@H]1C(=O)N(Cc1ccccc1)[C@H]2c1ccc(-c2ccoc2)cc1F,16,-14
O=C(CSc1ccc(-c2cccnc2)nn1)Nc1ccc(F)cc1,2,-14
Cc1[nH]c2ccccc2c1C(=O)CSc1nc2cc(S(=O)(=O)N3CCCCC3)ccc2o1,10,-19
COc1ccccc1CNC(=O)C1CCCC1,5,-5
Cc1oc(-c2ccccc2F)nc1CS(=O)(=O)CC(=O)NCCCN1CC(C)CC(C)C1 (configuration not stated),4,-30
CCSc1nnc(NC(=O)c2cc3c(s2)CCCC3)s1,3,-4
CC(C)C(=O)NNC(=O)c1ccccn1,17,-4
COc1ccc(-c2nc(SC)n(C(=O)c3ccco3)n2)cc1,14,2
COc1ccccc1Cc1noc(-c2cc(Cl)ccc2OC)n1,9,-18
CCN(CC)C(=O)/C(=C/c1ccc(F)cc1)NC(C)=O,12,-14
Cc1nc(SCC(=O)NC2CCCCC2C)c(C#N)c(C)c1C (configuration not stated),1,-24
C#CCOc1c(/C=C\c2nc(O)c([N+](=O)[O-])c(=O)[nH]2)cc(Br)cc1OC,53*,1

# Compound activity (PubChem)

# No enrichment for hits (roughly 2% active in at least one column).
